# BoNT-A LC inh2: BoNT/A light chain protease inhibitors, primary screen, biochemical, flow cytometry, MLPCN library | Botulinum neurotoxin type A light chain protease (Clostridium botulinum A str. ATCC 3502) | multiplex microsphere protease substrate cleavage | inhibition, % at 10 µM | 360,000 tested, 0.17% active; also: plate controls were buffer without enzyme for full effect and enzyme alone for no effect
# VHR inh abs: VHR1 phosphatase inhibitors, primary screen, biochemical, absorbance, uHTS; Dual specificity protein phosphatase 3 (Homo sapiens), P51452; 290,000 tested, 0.52% active; inhibition, % at 13.3 µM; recombinant VHR phosphatase, pNPP absorbance; in the data active = inhibition above about 50%; also: some compounds called inactive have numbers as strong as hits
# Target sequence (P51452 whole entry, looked up): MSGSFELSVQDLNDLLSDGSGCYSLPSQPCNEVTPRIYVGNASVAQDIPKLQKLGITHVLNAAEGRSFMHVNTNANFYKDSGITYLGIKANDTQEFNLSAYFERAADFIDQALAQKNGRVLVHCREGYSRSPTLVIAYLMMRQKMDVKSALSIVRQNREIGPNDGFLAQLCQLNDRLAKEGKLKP
# Anthrax LF prot: Bacillus anthracis LF protease inhibitors, primary screen, biochemical, multiplex microsphere, MLPCN library; Lethal factor (Bacillus anthracis), P15917; multiplex microsphere protease cleavage assay; inhibition, % at 10 µM; 360,000 tested, 0.12% active; also: plate controls were buffer without enzyme for full effect and enzyme alone for no effect
# Target sequence (P15917 whole entry, looked up): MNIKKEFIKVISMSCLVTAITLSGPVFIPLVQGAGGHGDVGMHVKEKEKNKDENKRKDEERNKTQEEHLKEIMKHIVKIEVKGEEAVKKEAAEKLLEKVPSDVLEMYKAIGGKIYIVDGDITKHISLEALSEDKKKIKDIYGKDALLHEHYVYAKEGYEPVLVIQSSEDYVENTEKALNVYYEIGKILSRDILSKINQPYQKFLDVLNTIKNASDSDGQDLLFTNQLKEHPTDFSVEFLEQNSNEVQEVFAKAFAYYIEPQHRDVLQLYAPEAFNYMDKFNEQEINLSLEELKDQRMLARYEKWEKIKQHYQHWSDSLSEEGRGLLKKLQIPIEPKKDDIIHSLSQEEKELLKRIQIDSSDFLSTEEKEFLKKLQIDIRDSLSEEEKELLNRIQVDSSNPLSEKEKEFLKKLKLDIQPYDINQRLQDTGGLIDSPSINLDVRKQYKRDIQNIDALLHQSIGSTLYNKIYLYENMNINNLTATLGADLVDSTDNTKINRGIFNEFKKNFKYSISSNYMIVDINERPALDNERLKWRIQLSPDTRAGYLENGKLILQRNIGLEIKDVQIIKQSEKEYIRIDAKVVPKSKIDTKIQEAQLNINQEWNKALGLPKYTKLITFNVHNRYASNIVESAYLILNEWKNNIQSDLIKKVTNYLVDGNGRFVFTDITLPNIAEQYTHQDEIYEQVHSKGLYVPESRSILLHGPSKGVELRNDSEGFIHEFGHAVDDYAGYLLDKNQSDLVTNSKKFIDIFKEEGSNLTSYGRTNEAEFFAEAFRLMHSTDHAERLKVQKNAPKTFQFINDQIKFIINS
# TcdB inh: TcdB glycohydrolase inhibitors, primary screen, biochemical, single point, plate reader; TcdB glycohydrolase enzymatic assay; AID 652162, 2013; Toxin B (Clostridioides difficile), P18177; 350,000 tested, 0.24% active; inhibition, % at 9.99 µM; in the data active = inhibition above about 10%
# 3CLpro inhibitor: SARS-CoV 3CLpro protease inhibitors, primary screen, biochemical, quenched FRET; inhibition, % at 6 µM; recombinant SARS-CoV 3CLpro, quenched FRET peptide cleavage; 290,000 tested, 0.14% active; AID 1706, 2009; Replicase polyprotein 1ab (Severe acute respiratory syndrome coronavirus), P0C6X7; in the data active = inhibition above about 12%
# Yp Topo-I inh: Yersinia pestis topoisomerase I inhibitors, primary screen, biochemical, cleavage product accumulation, plate reader, single point | activity, % at 10 µM | Y. pestis Topo-I cleavage product accumulation | 360,000 tested, 0.064% active | DNA topoisomerase I (Yersinia pestis CO92); in the data active = activity above about 50%, passing the limit was not always enough; inconclusive = no clear call, values can overlap the other calls; also: inactives centre near 2
# BH1578 lux ind: inducers of Vibrio cholerae quorum light production without autoinducers, primary screen, BH1578 luxS cqsA deficient, single point; V. cholerae BH1578 lux reporter, luminescence, 6 h; activation, % at 18.7 µM; 350,000 tested, 0.16% active; AID 588436, 2011; in the data active = activation mostly above about 9.7%, no sharp cut-off; inconclusive = no clear call, values can overlap the other calls; inactive = mostly below about 3.7%; also: not every result past the cut was called active; inactives centre near 0; reference of the scale not given here
# CCHFV vOTU inh: CCHFV vOTU protease inhibitors, primary screen, biochemical, Pep-AMC substrate, fluorescence; Crimean-Congo hemorrhagic fever virus L polyprotein viral ovarian tumor (vOTU) protease …; inhibition, % at 11.5 µM; 370,000 tested, 0.55% active; AID 651958, 2012; in the data active = inhibition above about 30%; also: 0% = vehicle wells with enzyme and 100% = no enzyme wells
# PfHsp40 yeast: rescue of yeast from PfHsp40 toxicity, primary screen, S. cerevisiae, ATP luminescence | S. cerevisiae expressing PfHsp40, growth rescue | growth rescue, % at 12.5 µM | 340,000 tested, 0.68% active; in the data active = growth rescue above about 28%, passing the limit was not always enough; inconclusive = no clear call, values can overlap the other calls;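 also: yeast W303a lacking pdr1 and pdr3 grown in galactose medium; growth measured after three days at 30 °C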
# PriA SSB inh: inhibitors of Klebsiella pneumoniae PriA binding to SSB C-terminal tail, primary screen, biochemical, AlphaScreen | PriA–SSB C-terminal tail interaction (Klebsiella pneumoniae) | AlphaScreen SSBct-PriA binding, biotinylated peptide | inhibition, % at 33 µM | 430,000 tested, 0.6% active; in the data active = inhibition mostly above about 37%, no sharp cut-off; inactive = mostly below about 20%;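 also: plate controls were negative control peptide for no effect and reference peptide for full effect; strong numbers were not always called active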
# Numbers without * were called inactive; i = inactive; u = inconclusive; x = no result given; & = joins results of further samples. Rule as the data show it, unless noted: active = inhibition above about 30%; inconclusive = no clear call, values can overlap the other calls; inactive = below that.
SMILES,BoNT-A LC inh2,VHR inh abs,Anthrax LF prot,TcdB inh,3CLpro inhibitor,Yp Topo-I inh,BH1578 lux ind,CCHFV vOTU inh,PfHsp40 yeast,PriA SSB inh
O=c1[nH]c(O)c(C=Nc2ccc(Cl)c(C(F)(F)F)c2)c(=O)[nH]1,-0.9,22,10,-0.1,-1,-1,0.8,3,-0.9,-4
Cc1cc(NC(=O)c2cc(-c3ccccn3)nc3ccccc23)no1,0.2,-5,3,x,0,-1,-0.1,-13,-0.3,-5
O=C(NCCc1ccccc1)Oc1ccc(Cl)cc1,0.4,-7,-4,0.4,-4,6,-0.5,-8,-0.1,-12
CCOC(=O)C(=NCC1CCCO1)NNc1cc(Cl)ccc1Cl (stereo unspecified),x,1,x,0.5,2,7,i,-4,-0.3,-15
COc1cc(C#Cc2c(-c3cncn3C)n(C)c3ccc(-c4ccc(CN5CCOCC5)cc4)cc23)cc(OC)c1,-1.1,x,-5,0.0,x,18,-0.5,-4,12,27
CCn1c(C)nc2c1C(=O)c1ccccc1C2=O,-0.9,40,-4,x,-5,-8,-0.1,-8,-0.2,-24
O=C(NCCCCc1ccccc1)c1cccc(NC(=O)C2CCCC2)c1,-0.1,x,-7,0.3,x,33,i,-1,4.9,-6
COc1cc(CNCc2ccccn2)ccc1OCc1ccc(Cl)cc1,-1.1,14,-2,1.2,3,9,-0.8,3,-0.7,11
COc1cc(/C=N/NC(=O)C(=O)/C=C2\NC3(CCCC3)Cc3ccccc32)ccc1O,-0.1,0,-3,2.8,-5,5,-0.3,11,-0.7,x
CC1NC2(C(=O)N(Cc3ccccc3)c3ccccc32)C2C(=O)N(c3ccccc3)C(=O)C12 (stereo unspecified),0.5,-2,-1,1.2,0,8,-0.1,2,-0.2,-5
CC(=O)c1cccc(NC(=O)CSc2nc(=O)n(CCCN3CCOCC3)c3c2CCC3)c1,0.8,x,1,0.2,x,14,31*,-5,0.7,0
O=c1c2ccccc2ncn1CCCCOc1ccccc1F,-0.9,4,23,0.8,4,5,-1.7,-9,-1.3,-6
CC(=O)Nc1cc(C(=O)OC(C(=O)c2ccccc2)c2ccccc2)ccc1C (stereo unspecified),-5.1,3,-1,x,4,3,-0.4,2,0.1,-6
Cc1ccc(OCC(=O)NC2CCCC2)c(C)c1,1.2,7,1,x,2,3,5.7,4,11,-11
CCCNc1ncc2c(=O)[nH][nH]c(=O)c2n1,0.0,x,-2,1.5,x,11,i,10,-0.2,-12
O=C(CN1C(=O)CSc2ccc(S(=O)(=O)N3CCOCC3)cc21)NCc1c(F)cccc1Cl,-0.1,x,2,1.3,x,-1,-0.6,1,x,x
CN(C)CCSc1nc(-c2ccccc2)nc2c1CCC2,-0.6,8,0,0.8,2,7,-0.6,-1,-0.8,6
c1ccc(-c2nnc(N3CCN(c4ccccc4)CC3)nc2-c2ccccc2)cc1,x,35,x,0.6,0,-4,i,-11,x,-3
CCOC(=O)C1(C)CCN1C(=O)c1ccc(C(F)(F)F)cc1 (stereo unspecified),0.5,x,4,1.5,x,7,-4.5,13,x,x
CN(C)C(=O)CN1C(=O)NC2(CCCc3ccccc32)C1=O (stereo unspecified),-2.2,18,0,-0.2,-1,1,1.9,19,0.7,-2
Cc1nnc(NC(=O)c2ccc(S(=O)(=O)N3CC(C)OC(C)C3)cc2)o1 (stereo unspecified),-0.2,15,-5,2.8,-2,-1,0.3,-6,-0.1,23
CCOC(=O)c1nnc(-c2ccc(C)cc2)nc1Oc1ccc(Cl)cc1Cl,0.0,19,0,x,1,-4,i,8,0.7,-12
C[C@@H]1CN([C@H](C)CO)C(=O)CCCn2nncc2CO[C@@H]1CN(C)C(=O)Oc1ccc2ccccc2c1,0.2,x,1,-2.0&-1.5,x,3,i,0,x,x
CCN(CC)S(=O)(=O)c1ccc(N=NC2=C(O)CCCC2=O)cc1,-0.6,-4,0,0.9,4,-4,-0.6,-6,0.2,5
Cc1cc(C)c[n+](-c2nc3ccccc3nc2[N-]S(=O)(=O)c2ccc(Br)s2)c1,2.0,8,-2,1.6,2,3,-0.3,5,-0.4,-11

# Shown field by field: 4 of the compounds above.
CN(C)CCSc1nc(-c2ccccc2)nc2c1CCC2
  BoNT-A LC inh2: -0.6	VHR inh abs: 8	Anthrax LF prot: 0	TcdB inh: 0.8	3CLpro inhibitor: 2	Yp Topo-I inh: 7	BH1578 lux ind: -0.6	CCHFV vOTU inh: -1	PfHsp40 yeast: -0.8	PriA SSB inh: 6

c1ccc(-c2nnc(N3CCN(c4ccccc4)CC3)nc2-c2ccccc2)cc1
  BoNT-A LC inh2: x	VHR inh abs: 35	Anthrax LF prot: x	TcdB inh: 0.6	3CLpro inhibitor: 0	Yp Topo-I inh: -4	BH1578 lux ind: i	CCHFV vOTU inh: -11	PfHsp40 yeast: x	PriA SSB inh: -3

CCOC(=O)C1(C)CCN1C(=O)c1ccc(C(F)(F)F)cc1 (stereo unspecified)
  BoNT-A LC inh2: 0.5	VHR inh abs: x	Anthrax LF prot: 4	TcdB inh: 1.5	3CLpro inhibitor: x	Yp Topo-I inh: 7	BH1578 lux ind: -4.5	CCHFV vOTU inh: 13	PfHsp40 yeast: x	PriA SSB inh: x

CN(C)C(=O)CN1C(=O)NC2(CCCc3ccccc32)C1=O (stereo unspecified)
  BoNT-A LC inh2: -2.2	VHR inh abs: 18	Anthrax LF prot: 0	TcdB inh: -0.2	3CLpro inhibitor: -1	Yp Topo-I inh: 1	BH1578 lux ind: 1.9	CCHFV vOTU inh: 19	PfHsp40 yeast: 0.7	PriA SSB inh: -2

# The list continues:
SMILES,BoNT-A LC inh2,VHR inh abs,Anthrax LF prot,TcdB inh,3CLpro inhibitor,Yp Topo-I inh,BH1578 lux ind,CCHFV vOTU inh,PfHsp40 yeast,PriA SSB inh
COc1ccc(/C=C/C(=O)NNC(=O)C(C)Oc2ccccc2F)cc1OC (stereo unspecified),1.7,x,5,-0.6,x,-3,i,12,0.5,-3
CNS(=O)(=O)c1cccc(C(=O)Nc2cccc(Cl)c2)c1,-0.8,19,2,x,4,3,i,0,0.1,-10
CCn1cc(SCC(=O)Nc2cc(C)on2)c2ccccc21,0.4,-10,-4,2.5,-7,8,-0.1,-2,0.8,-7
COc1ccc(OC)c(CNC(=O)C2CCCN(C(=O)N(C)C)C2)c1 (stereo unspecified),-1.4,0,-6,x,-2,3,i,18,-0.5,-2
Nc1nc(CN2CCCCCC2)nc(Nc2ccccc2)n1,1.1,20,-5,x,-2,6,i,5,-2.3,11
COC(=O)C1=C(c2ccc(F)cc2F)C[C@@H]2CC[C@H]1N2C(=O)NC1CCCCC1,-0.3,x,-2,x,x,1,i,x,-0.3,8
COc1cccc(CNS(=O)(=O)c2c(C)[nH]c(C)c2C(=O)N2CCCC2)c1,-0.3,-15,-1,-6.9,2,-3,-0.3,-4,-1.5,4
NS(=O)(=O)c1ccc2nc(NC(=O)CS(=O)(=O)c3ccc(F)cc3)sc2c1,-1.0,3,8,3.0,2,-1,i,14,-1.2,5
O=C1CCCCN1CCC(=O)N1CCCC(N2CCN(c3ccccc3)CC2)C1 (stereo unspecified),1.1,7,0,0.6,-3,2,3.1,13,0.2,-12
Cn1ccc2c(-c3ccc(F)nc3)cc3c(c21)C1CCC3C1 (stereo unspecified),50*,x,37*,0.2,x,x,x,-4,x,x
Cc1ccc(CS(=O)(=O)c2ncc(Cl)c(C(=O)Nc3nnc(C(C)C)s3)n2)cc1,-1.1,-10,-4,-3.1,-4,3,-0.2,-1,-0.7,3
c1cncc(CNC2=NCCC2)c1,1.0,20,-1,x,-5,-2,i,-4,-0.9,-2
COc1ccc(/C=N/OCC(=O)Nc2nc3ccccc3s2)cc1,-0.4,2,-3,x,-3,2,-0.4,2,-0.8,x
CCc1cc2c(=O)c(Oc3ccccc3F)c(C)oc2c(CN(C)C)c1O,-0.5,27,-13,x,2,1,-0.2,-309,1.2,-9
CN(CC(=O)Nc1cccc(F)c1)C(=O)C1CC(=O)N(Cc2ccco2)C1 (stereo unspecified),2.9,x,-3,-0.9,x,-1,i,-6,-1.3,-5
Cc1ccc(-c2nnc(SCC(=O)N/N=C/c3ccc(C(=O)O)cc3)n2C2CCCCC2)cc1,-0.8,11,-2,0.1,5,4,-0.4,12,1.0,x
Cc1occc1C(=O)Nc1nnc(C(F)(F)F)s1,-0.2,-8,0,x,3,-2,0.9,-2,0.2,-16
O=c1c2ccccc2nc2n1C(CBr)CN2 (stereo unspecified),1.2,15,-6,-1.0,3,-2,-0.3,-12,-1.3,-3
CCC(C)NC(=O)CSc1nnc(-c2ccc(Cl)cc2)n1N (stereo unspecified),-0.3,33,-2,-0.8,3,0,-0.5,6,-0.5,-3
C/C(CC(=O)Nc1ccc(N(C)C)cc1)=N\NC(=O)c1ccc([N+](=O)[O-])cc1Cl,-0.7,-4,2,-1.8,2,-2,0.1,14,0.5,x
Cn1c(CNC(=O)CNS(=O)(=O)c2ccc(Br)cc2)cc(=O)n(C)c1=O,0.3,-24,2,0.2,4,0,-0.4,-2,1.2,-10
Brc1ccc(-c2ccccc2)cc1,0.3,x,1,0.3,x,-4,-0.3,-4,-1.3,12
COc1ccc(OC)c(N2C(=O)NC(=O)/C(=C/c3ccc([N+](=O)[O-])s3)C2=O)c1,-1.1,-37,-4,0.7,2,3,0.6,26,0.0,21
CCCOC(=O)c1c(-c2ccc(C)cc2C)csc1NC(=O)C1C2CCC(O2)C1C(=O)O (stereo unspecified),0.1,-2,2,-1.2,12*,14,-0.2,20,4.1,-3
COc1ccccc1/C=C/C(=O)c1c2c(c(C)[nH]c1=O)CCCC2,u,16,-1,2.9,0,6,11,13,0.5,-7
CC12CCC(=O)N1C(C(=O)OCC(=O)Nc1ccc(C(F)(F)F)cc1)CS2 (stereo unspecified),-0.2,x,2,1.2,x,2,-3.1,5,0.5,-1
O=C(NCc1cccnc1)c1ccc(COc2ccc(Cl)cc2)cc1,1.2,24,-1,0.7,5,31,-0.3,-1,5.3,-15

# In the list so far, 2 contain a nitro group on carbon.
SMILES,BoNT-A LC inh2,VHR inh abs,Anthrax LF prot,TcdB inh,3CLpro inhibitor,Yp Topo-I inh,BH1578 lux ind,CCHFV vOTU inh,PfHsp40 yeast,PriA SSB inh
C/C(CC(=O)Nc1ccc(N(C)C)cc1)=N\NC(=O)c1ccc([N+](=O)[O-])cc1Cl,-0.7,-4,2,-1.8,2,-2,0.1,14,0.5,x
COc1ccc(OC)c(N2C(=O)NC(=O)/C(=C/c3ccc([N+](=O)[O-])s3)C2=O)c1,-1.1,-37,-4,0.7,2,3,0.6,26,0.0,21

# Bioassay records from PubChem BioAssay.

# Only part of the results is shown; count on the stated rates, not on these rows.
